From PubChem BioAssay
CF NFkB block = inhibitors of cystic fibrosis induced NF-kB. inhibition, % at 5 µM. KKLEB NF-kB-GFP reporter, PAF-induced, GFP fluorescence overnight. 0.86% of 360,000 active. AID 588850;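 active = at least 50% inhibition at 5 µM, scaled per plate between neutral and stimulator controls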;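 note: PAF is a Pseudomonas aeruginosa culture filtrate used as stimulus; plate controls were PAF-stimulated DMSO wells for no effect and unstimulated DMSO wells for full effect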
SRC2 inh = human SRC2 (NCOA2) inhibition; Q15596; HEK293 GAL4-SRC2 luciferase reporter, luminescence; 0.17% of 370,000 active; inhibition, % at 9 µM;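 active = inhibition above the mean inhibition of all tested compounds plus 3 SD, set per campaign, cut at about 52% in these data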;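 note: 0% = DMSO treated cells and 100% = cells given Gossypol at 36 µM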
LMP1 NFkB inh = inhibitors of Epstein-Barr LMP1-induced NF-kappaB reporter | LMP1-induced NF-kappaB luciferase reporter cells, luminescence | inhibition, % at 12.5 µM | 0.69% of 350,000 active | AID 504558; in the data active = inhibition above about 41%;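 note: 0% = neutral control wells and 100% = reference inhibitor control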
NCOA1 inh = inhibitors of human steroid receptor coactivator 1 (SRC1); Q15788; HEK293 GAL4-SRC1 luciferase reporter, luminescence; inhibition, % at 3.6 µM; 0.12% of 360,000 active;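 active = inhibition above the campaign mean plus 3 SD, with each screening campaign given its own cutoff, cut at about 60% in these data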;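 note: 0% = DMSO treated cells and 100% = gossypol at 36 µM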
TROY signal inh = TROY signaling inhibition | Q293 LMP1-TROYcd NF-kB luciferase reporter, 4 h | inhibition, % at 10 µM | 0.98% of 360,000 active;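 active = compounds whose plate-normalised and pattern-corrected inhibition of the luciferase reporter signal at the single screening dose is 50% or more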
C8 TRAIL sens = caspase-8 TRAIL sensitization | NB7+C8 cells + TRAIL, ATPlite viability luminescence | inhibition (viability loss, TRAIL sensitization), % at 10 µM | 1% of 360,000 active;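 active = compounds causing at least 50% loss of cell viability in the single-dose screen, relative to plate controls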
NR5A2 inv ag = inverse agonists of human LRH-1 (NR5A2); O00482; HEK293T StAR-luciferase reporter, LRH-1 transfected, 24 h; inhibition, % at 3.6 µM; 0.13% of 360,000 active;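 active = inhibition above the mean inhibition of all tested compounds plus 3 SD, cut at about 73% in these data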;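 note: 0% = DMSO wells and 100% = reporter-only cells lacking LRH-1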
Target sequence (O00482 whole entry, looked up): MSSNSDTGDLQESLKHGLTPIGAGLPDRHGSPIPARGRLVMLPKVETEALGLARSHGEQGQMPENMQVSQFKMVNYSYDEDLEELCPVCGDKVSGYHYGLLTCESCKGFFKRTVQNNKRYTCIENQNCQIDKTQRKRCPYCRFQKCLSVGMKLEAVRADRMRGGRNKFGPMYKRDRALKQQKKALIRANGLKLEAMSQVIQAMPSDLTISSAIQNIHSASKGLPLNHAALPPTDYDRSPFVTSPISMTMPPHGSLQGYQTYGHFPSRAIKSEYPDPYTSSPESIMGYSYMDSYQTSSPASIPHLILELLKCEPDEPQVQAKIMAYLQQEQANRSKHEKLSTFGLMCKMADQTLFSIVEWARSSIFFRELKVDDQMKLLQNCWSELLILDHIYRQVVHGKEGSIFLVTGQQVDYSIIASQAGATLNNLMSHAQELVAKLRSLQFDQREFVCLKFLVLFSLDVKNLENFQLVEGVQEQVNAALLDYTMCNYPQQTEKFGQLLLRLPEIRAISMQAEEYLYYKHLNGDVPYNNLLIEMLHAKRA
COUP-TFII inh = inhibitors of human COUP-TFII (NR2F2) | P24468 | HEK293T NGFI-A luciferase reporter, luminescence | inhibition, % at 8.6 µM | 0.7% of 370,000 active | AID 686940;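 active = inhibition above a per-plate cutoff, mean inhibition of test wells between control levels plus 3 SD, cut at about 38% in these data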;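 note: cells cotransfected with COUP-TFII expression vector driving the NGFI-A reporter; 0% = median of COUP-TF2 test wells and 100% = reporter-only cells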
Target sequence (P24468 whole entry, looked up): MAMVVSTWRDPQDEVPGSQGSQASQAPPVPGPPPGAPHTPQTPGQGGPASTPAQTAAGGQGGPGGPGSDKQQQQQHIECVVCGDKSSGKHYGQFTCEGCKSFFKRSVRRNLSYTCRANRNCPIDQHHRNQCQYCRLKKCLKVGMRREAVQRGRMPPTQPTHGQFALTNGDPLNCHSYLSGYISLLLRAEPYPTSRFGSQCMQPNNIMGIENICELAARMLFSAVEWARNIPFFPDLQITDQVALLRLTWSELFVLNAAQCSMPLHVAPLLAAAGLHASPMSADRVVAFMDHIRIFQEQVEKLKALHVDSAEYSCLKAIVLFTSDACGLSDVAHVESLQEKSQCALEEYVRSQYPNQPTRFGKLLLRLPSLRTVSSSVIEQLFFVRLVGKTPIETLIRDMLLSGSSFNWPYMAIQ
NCOA3 inh = inhibits human SRC3 coactivator. AID 588352. 0.17% of 360,000 active. inhibition, % at 3.6 µM. HEK293 GAL4-SRC3 luciferase reporter, luminescence;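 active = inhibition above a per-campaign cutoff, the mean of all compounds plus 3 SD, cut at about 60% in these data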;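 note: 0% = DMSO-treated cells and 100% = gossypol-treated cells at 36 µM; higher means less SRC3-driven luciferase light from the GAL4 reporter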
TWEAK-Fn14 inh = TWEAK-Fn14 signaling inhibition; TWEAK-stimulated Fn14 reporter cells, luciferase luminescence, 8 h; inhibition, % at 10 µM; 2% of 360,000 active; AID 1159606; in the data active = inhibition above about 50%
KKLEB cytotox = CF airway cell cytotoxicity counter-screen; KKLEB CF airway cells viability, ATPlite luminescence, overnight; active compounds read low; cells stimulated with P. aeruginosa culture filtrate; activity change (cytotoxicity), % at 5 µM; 0.36% of 360,000 active; AID 602141;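 active = corrected activity change at or below -50% at 5 µM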
Starred values were filed as active, the others as inactive; . = not tested or not shown.

molecule,CF NFkB block,SRC2 inh,LMP1 NFkB inh,NCOA1 inh,TROY signal inh,C8 TRAIL sens,NR5A2 inv ag,COUP-TFII inh,NCOA3 inh,TWEAK-Fn14 inh,KKLEB cytotox
COc1cc(NC(=O)c2sc3nc(C)nc(N4CCOCC4)c3c2C)cc(OC)c1OC,12.3,-13.6,7.2,-15.6,1.4,8.1,13.2,-6.3,-2.8,17.4,-5.3
CN(C)c1cc[n+](Cc2ccccc2)cc1,-14.6,19.2,-7.8,-7.9,-21.3,5.5,26.8,1.2,-6.0,15.3,0.1
O=C1CC(C(=O)O)c2ccccc2N1 (stereo not drawn),5.2,-9.8,-5.5,0.2,8.3,0.9,4.1,3.5,3.3,-7.9,-1.8
O=C1CCN(S(=O)(=O)c2cccs2)c2ccc(C(F)(F)F)cc2N1,-1.8,-21.2,-2.0,-11.0,2.3,-5.1,2.0,-9.6,12.7,20.9,-6.4
Cc1cc(NC(=O)CSc2nc(-c3ccc(Br)cc3)nc3c2c(=O)n(C)c(=O)n3C)no1,19.4,.,5.7,-3.5,10.2,-1.0,2.9,.,-11.2,-22.6,-9.7
CCC(=O)Nc1ccc(C=C(C(C)=O)C(C)=O)cc1,24.3,-6.8,5.9,11.8,21.9,-9.5,7.9,7.3,-3.1,20.5,-12.4
O=S(=O)(c1ccc(Cl)cc1)N1CCCC1c1nc(-c2ccc(Cl)cc2)no1 (stereo not drawn),0.9,95.0*,-31.4,-2.8,10.3,10.6,-1.2,3.0,7.3,6.7,3.7
Cc1cc(C(=O)N/N=C/c2cc([N+](=O)[O-])cc(C)c2O)n[nH]1,10.8,-6.4,11.9,12.9,29.5,37.5,-4.2,17.5,20.4,18.7,12.3
Cn1c(-c2ccc(F)cc2)cnc1NCc1ccc(F)cc1,-0.9,-31.5,1.4,-14.3,2.0,-0.7,-0.7,-13.6,-2.3,2.8,-4.2
O=S1(=O)CCN2N=C(C3CC3)SC2=N1,-7.4,6.1,3.1,13.3,8.7,-3.8,14.5,31.6,12.3,7.1,0.4
CCOc1ccc(OCC)c(S(=O)(=O)N2CCCCC2)c1,13.7,4.5,3.7,5.2,10.3,-6.8,-8.7,-8.9,-13.8,-11.8,6.6
COc1ccc(/C=C2\N=C(SC)N(c3ccccc3OC)C2=O)cc1,-4.2,17.3,-1.4,13.9,5.8,15.8,-59.5,-99.5,-34.3,-23.6,-0.4
CN1C[C@@H]2[C@@H]3C(=O)N(Cc4ccccc4)C(=O)[C@@H]3[C@](C)(C1=O)N2C(=O)c1ccc(F)cc1,7.6,-2.3,2.2,-1.0,-16.6,-4.3,22.7,-20.1,-6.9,-0.4,2.9
CC(=O)Nc1ccc(N=Nc2ccccc2)cc1,11.0,-76.8,-7.9,-99.8,-76.3,14.3,-132.3,-64.9,-107.1,-14.3,-1.7
O=C(Nc1ccccc1Cl)Nc1ccccc1Cl,15.4,2.7,0.3,-11.8,-22.1,9.9,-5.7,-8.2,-22.0,-9.2,-9.4
O=c1[nH]c(SCc2cccc(Cl)c2)nc2ccccc12,-9.8,21.7,-0.6,2.1,-18.6,0.8,0.4,15.3,2.5,1.7,5.8
Cc1ccc(N2CCCn3c2cc(C)c(C#N)c3=O)cc1C,1.3,0.6,6.6,4.8,17.2,-3.9,2.1,-16.5,-49.8,-5.6,10.4
COc1cc(NC(=O)c2ccc(F)cc2)ccc1NC(=O)c1cc2ccccc2o1,11.9,0.4,-3.3,14.7,7.5,0.1,4.0,-6.3,-3.3,6.6,-5.5
C[C@@H]1CCCCO[C@@H](CN(C)Cc2ccc(Cl)c(Cl)c2)[C@@H](C)CN([C@H](C)CO)C(=O)c2cc(NC(=O)Nc3ccccc3)ccc2O1,-4.6,-10.0,.,18.8,4.4,-0.2,12.1,13.7,21.0,-8.7,-0.4
CCCCn1c(NCc2cc(C)ccc2O)nc2ccccc21,3.3,9.9,-5.7,-0.8,-11.4,-17.7,-20.7,-17.1,-2.1,6.5,-9.3
CCCCc1c(O)n2c(nc3ccccc32)[nH]c1=O,15.0,-11.6,-3.1,-20.3,-27.2,2.3,-13.6,-19.0,1.5,0.7,3.3
CCOc1ccc(NS(=O)(=O)c2c(C)nc3sccn3c2=O)cc1,-32.6,10.2,-8.3,3.9,-8.4,10.0,21.8,-0.8,5.0,17.7,0.8
COc1cc(NC(=O)C2CCCN2S(=O)(=O)c2cccc3cccnc23)cc(OC)c1OC (stereo not drawn),-2.2,-30.7,0.1,-4.4,5.8,18.8,14.5,-4.8,4.6,-4.0,0.4
Cc1cc(-n2c(SCC(=O)Nc3ccc(F)c(F)c3)nc3n[nH]c(C)c3c2=N)ccc1Cl,6.9,-0.7,4.5,2.0,9.0,44.9,-6.0,-1.6,7.1,-1.7,-6.8
CCOC(=O)C1(P(=O)(c2ccccc2)c2ccccc2)CCC1,-7.1,-31.3,-7.4,-3.6,-5.4,-18.4,-4.2,-3.5,-30.8,-13.5,1.2
CCN(CC(=O)Nc1c(F)cccc1F)C(=O)C1CCCN(C(=O)c2ccc(Cl)cc2)C1 (stereo not drawn),11.9,-31.4,0.8,4.3,-6.4,-10.7,-2.5,-11.1,3.8,7.7,-1.3
COCCNC(=O)CN(Cc1cccs1)C(=O)CCC(=O)Nc1nccs1,-9.2,13.1,1.5,-19.2,-11.3,-6.8,-1.2,14.5,16.5,13.1,15.0
COc1ccccc1N(CC(=O)Nc1ccc(Cc2ccncc2)cc1)S(=O)(=O)c1ccccc1,21.1,5.4,-4.5,-1.2,13.1,-3.7,-4.9,4.9,18.2,-14.9,-12.1
Cc1cc(C)n(-c2ccc(C(=O)N3CCN(S(=O)(=O)c4ccc(Br)cc4Cl)CC3)cc2)n1,-4.8,-22.7,-11.2,-13.5,14.4,6.1,3.9,21.5,15.1,-17.6,-7.6
O=S(=O)(Nc1nc(-c2sccc2Cl)cs1)c1cc(Cl)ccc1Cl,31.1,.,-3.4,6.2,57.8*,-11.3,14.5,.,29.8,-17.7,-8.2
Cc1ccc(S(=O)(=O)N(C)C[C@H]2OCCCC[C@@H](C)Oc3ccc(NC(=O)Cc4ccccc4)cc3C(=O)N([C@H](C)CO)C[C@@H]2C)cc1,15.5,3.5,-6.3,3.4,9.9,5.1,6.9,-6.2,13.0,11.4,-3.7
C(=N\N(Cc1ccccc1)c1ccccc1)/c1ccco1,-25.4,-5.2,2.9,-28.0,-6.3,-0.9,1.2,8.7,-2.9,-1.3,15.6
CC(=O)NCc1cc(-c2nn(C)c(=O)c3ccccc23)ccc1C,-6.7,1.6,1.5,4.2,16.2,-8.7,6.3,-7.3,-6.9,4.5,0.3
CS(=O)(=O)c1ccc(C(=O)NC(Cc2ccccc2)c2ccccc2)cc1 (stereo not drawn),11.9,-7.4,-1.2,-6.1,-15.2,-12.5,-2.8,-2.3,-10.7,32.2,5.8
O=C(Nc1cccc(C(F)(F)F)c1)OCc1ccncc1,9.8,6.0,4.0,18.0,-18.0,-0.9,23.7,11.7,23.7,-5.3,-2.7
CCOCCCNC(=O)c1c[nH]c2ccc(OCC)cc2c1=O,-6.6,-14.7,16.3,-2.8,3.4,16.3,1.9,10.7,4.6,-3.5,8.2
CC(=O)Oc1ccccc1N(C(C)=O)S(=O)(=O)c1cccc([N+](=O)[O-])c1,15.6,-7.3,5.9,-16.3,-3.9,4.2,-12.0,-21.2,9.5,-6.4,4.3
CCO[C@@H]1OC(C(=O)NCc2ccccc2)=C[C@H](C2CCCCC2)[C@H]1CCCO,-1.7,-17.6,1.9,0.3,-22.5,4.5,-7.8,11.4,16.6,-8.2,13.1
O=C(CN(C(=O)c1csnn1)c1ccc(F)c(Cl)c1)NCc1ccccc1,-18.7,-21.3,-1.8,24.0,-7.7,7.2,-2.3,4.1,17.0,9.2,2.1
O=C(CCC1CCCN(C(=O)CC2=CCCCC2)C1)N1CCN(c2ccccn2)CC1 (stereo not drawn),-1.8,10.3,5.9,-17.1,15.9,-5.1,-6.6,14.6,10.4,9.5,-10.9
CCc1nc(NCC(C)C)c(C#N)c2c1COC(C)(C)C2,0.0,-1.9,2.0,-1.4,10.7,6.4,-19.8,13.9,10.0,-0.2,-0.3
COc1ccc(C(=O)NC2(C(F)(F)F)C(=O)N(Cc3ccco3)C3=C2C(=O)CC(C)(C)C3)cc1OC (stereo not drawn),-4.4,-2.5,-3.3,2.3,-5.8,7.9,-5.5,-2.5,18.1,-1.5,-4.7
Oc1ccc(C[C@H]2CNCCN2CCc2cccc3ccccc23)cc1,5.6,-26.9,1.2,-2.5,5.1,4.0,8.9,1.8,5.9,8.3,-0.1
Cc1cc(C)c2c(CN3CCCCC3)cc(=O)oc2c1,1.3,-14.8,-4.2,-8.3,-30.5,3.8,2.9,6.8,-19.2,-9.0,-26.8
COCCN(CCOC)S(=O)(=O)c1ccc(C(=O)Nc2nnc(C)o2)cc1,11.1,-24.4,-1.9,5.3,6.0,-4.8,-6.9,9.1,-16.5,-2.4,-3.7
O=C(NC(=S)N1CCOCC1)C12CCC3CC(CC(C3)C1)C2,21.1,-0.1,-37.9,9.3,-10.7,3.2,5.5,-9.2,9.2,9.6,-2.3
O=C(NNC(=S)Nc1ccccc1)c1cccc(S(=O)(=O)N2CCOCC2)c1,-20.4,-10.5,-4.8,-33.5,21.0,1.5,-23.5,-28.6,6.0,2.0,9.1
CCCCn1c(CNC(C)=O)nc2ccccc21,-4.9,-1.9,-6.0,2.2,-13.4,-1.3,2.5,-8.2,-17.3,-6.6,13.7
